AmpC det inh: blocks E. coli AmpC beta-lactamase in presence of detergent. purified AmpC, nitrocefin hydrolysis with detergent. Potency, µM (highest dose often 28.7 µM), for inactives: top-dose activity change, negative = inhibition. hit rate 0.09% among 71,000. AID 584; active = well fitted curve in the direction sought with a large enough effect
Target sequence (P00811 whole entry, looked up): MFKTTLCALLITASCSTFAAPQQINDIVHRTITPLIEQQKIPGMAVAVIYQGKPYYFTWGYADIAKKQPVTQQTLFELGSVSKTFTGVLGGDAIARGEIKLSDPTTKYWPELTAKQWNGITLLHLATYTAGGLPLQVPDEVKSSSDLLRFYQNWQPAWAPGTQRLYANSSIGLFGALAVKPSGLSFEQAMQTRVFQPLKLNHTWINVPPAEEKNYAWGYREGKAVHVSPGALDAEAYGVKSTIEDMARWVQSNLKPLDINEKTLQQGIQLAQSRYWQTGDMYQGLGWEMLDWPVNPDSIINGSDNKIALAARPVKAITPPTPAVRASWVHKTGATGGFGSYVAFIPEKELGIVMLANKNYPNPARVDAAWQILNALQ
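E. coli AmpC (5.3 nM) in 20 mM phosphate pH 7.0 with 0.01% Triton X-100, preincubated 15 min RT with compound; nitrocefin (2 uL of 800 uM stock) hydrolysis followed by 480 nm absorbance every 20 s over 4 min.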
An asterisk follows results filed as active; [ ] = dose if it differs, or a comment. % is scaled to controls: 0 for no effect and ±100 for the full control effect; potency is read from the fitted curve at half-maximal effect.

SMILES	AmpC det inh
CCc1ccc(C(=O)CSc2ncn[nH]2)cc1	-6%
Cc1ccc(-c2nc(-c3cccnc3)no2)cc1	-4%
Cc1cc2c(c(N3CCOCC3)n1)C(=O)OC2	-1%
O=C(c1cn(-c2ccccc2)nc1-c1cccs1)N1CCN(c2ccccn2)CC1	-1%
CCOC(=O)c1cc(NC(=O)c2cccnc2)cc(C(=O)OCC)c1	-4%
O=C(CN(c1ccccc1F)S(=O)(=O)c1ccccc1)N1CCCCCC1	-4%
COc1ccc(C(=O)NCC(C)CN(C)C)cc1 (centres undefined)	-4%
CCn1c(C)nc2cc(S(=O)(=O)N3CCCC3)ccc21	-1%
CC(C)C(=O)Nc1nnc(SCC(=O)NCc2cccs2)s1	8%
O=C(c1ccc(F)cc1)C1CCN(C(=O)NCc2ccccc2)CC1	15%
CC(=O)NCCNc1ccnc(-c2ccccc2C)n1	8%
Cc1ccc(NC(=O)C2CCCN(S(=O)(=O)c3c(C)noc3C)C2)nc1 (centres undefined)	-3%
COc1ccc(-n2c(=O)c(-c3ccccc3)nc3cnc(N4CCOCC4)nc32)cc1	-2%
Cc1ccc(S(=O)(=O)NC(=O)COc2ccccc2C(N)=O)cc1	-2%
Cc1ccccc1-c1nc(N(C)C)c2ccccc2n1	9%
CCCC(c1nnnn1C1CCCC1)N1CCN(c2ccccc2F)CC1 (centres undefined)	8%
COc1ccc(C2(C(=O)NCCCN(C)C)CCOCC2)cc1	14%
O=C(O)c1ccc(-n2c(-c3ccccc3)n[nH]c2=S)cc1	-2%
Cc1cccc(C)c1N(CC(=O)Nc1cccc(N(C)S(C)(=O)=O)c1)S(C)(=O)=O	-2%
CCSc1cc(C2C(C(=O)OC)=C(C)NC3=C2C(=O)CCC3)c(C)o1 (centres undefined)	-2%
CCCOc1ccc2ccccc2c1/C=N/n1cnnc1	0%
COc1cc(S(=O)(=O)N2CCN(c3ccccc3)CC2)ccc1Cl	6%
O=c1ccc2cc3ccoc3cc2o1	-1%
COC(=O)c1ccccc1NS(=O)(=O)c1ccc(F)cc1	-2%
COc1ccc(-c2nnc3sc(-c4cccs4)nn23)cc1OC	0%
Cc1cnc(CNc2ncnc3ccc(-c4ccc(C(=O)N(C)C)cc4)cc23)cn1	2%
Cc1cc(NC(=O)Cn2c(=O)n(Cc3ccccc3)c(=O)c3ccccc32)no1	-1%
Cc1ccccc1NC(=O)c1c(O)c2cccc3c2n(c1=O)CCC3	-3%
O=C(CCCCCN1C(=O)CCC1=O)Nc1ccc2c(c1)OCCO2	-13%
COc1ccc(Br)cc1CNC(=O)CCc1nc(-c2ccccc2F)no1	0%
CCOC(=O)C1CCCN(C(=O)C2CCN(S(=O)(=O)c3cnc[nH]3)CC2)C1 (centres undefined)	-4%
CNc1ccc2oc(C[C@H]3O[C@]4(CC[C@H]3C)O[C@H]([C@H](C)C(=O)c3ccc[nH]3)[C@H](C)C[C@H]4C)nc2c1C(=O)O	-10%
CCOCCCN1CC(C(=O)NCCc2ccccc2)CC1=O (centres undefined)	-3%
O=C(O)CSc1nnc(-c2ccncc2)n1C1CCCCC1	0%
CCOC(=O)C1CCN(Cc2cn[nH]c2-c2ccccc2)CC1	-3%
CCc1nnc(NC(=O)CN2C(=O)c3ccccc3S2(=O)=O)s1	-2%
O=C1CC(Sc2nnc(-c3ccccc3)o2)C(=O)N1c1ccccc1 (centres undefined)	-1%
O=[N+]([O-])c1ccc(F)c([N+](=O)[O-])c1	3%
Cc1nn(Cc2ccccc2)c(C)c1NC(=O)CCC(=O)O	12%
CCCn1c(C)cc(C(=O)COC(=O)c2ccc(Cl)c(S(=O)(=O)N3CCCC3)c2)c1C	-1%
Cc1ccccc1OCC1CN(CN2CCOCC2)C(=O)O1 (centres undefined)	-2%
COC(=O)c1cn(C)c2ccc(S(=O)(=O)N3CCCCC3)cc2c1=O	10%
O=C(CSc1nnc(-c2ccc(NS(=O)(=O)c3ccccc3)cc2)o1)NCC1CCCO1 (centres undefined)	-3%
O=C(COC(=O)c1cc(S(=O)(=O)N2CCOCC2)cs1)c1ccccc1	10%
Cc1cnc(CNc2ccnc(-c3ccc(N(C)C)cc3)n2)cn1	4%
COc1ccc2cc(CN(CCCN3CCOCC3)Cc3nnnn3C3CCCCC3)c(=O)[nH]c2c1	11%
O=C(NCc1ccc2c(c1)OCO2)C1CCN(Cc2cnn(-c3ccccc3)c2-n2cccc2)CC1	-2%
O=C(CSc1nnnn1C1CCCC1)N1CCN(C(=O)c2ccco2)CC1	1%
COc1ccc(-n2c(SCC#N)nnc2-c2ccc(NS(=O)(=O)c3ccc(C)cc3)cc2)cc1	-4%
C=CCn1c(=O)/c(=C/c2cc(OC)c(OC)c(OC)c2)s/c1=C(/C#N)c1nc2ccccc2n1C	28%
Cc1ccccc1-c1nc(NCc2cccnc2)c2ccccc2n1	10%
c1ccc(N2CC3(CCNCC3)C2)cc1	2%
O=C1c2ccccc2S(=O)(=O)N1CC1CC(c2ccccc2)=NO1 (centres undefined)	-3%
COc1ccc2oc(=O)c(C(=O)N3CCN(c4ccccc4)CC3)cc2c1	13%
COC(=O)c1ccsc1NC(=O)CSc1nnnn1-c1ccccc1SC	-9%
N#CCCn1c(SCC(=O)N2CCN(S(=O)(=O)c3ccccc3)CC2)nc2ccccc21	-1%
O=C(O)c1cccc(COCC(F)(F)C(F)F)c1	-2%
CCCOC(=O)Nc1ccc(S(=O)(=O)Nn2cnnc2)cc1	1%
COCCCn1c(N)c(C(=O)NCCC(C)C)c2nc3ccccc3nc21	-5%
c1cc(NNc2cccc(-c3nn[nH]n3)c2)cc(-c2nn[nH]n2)c1	-2%[5.75 µM]

Further compounds.
SMILES	AmpC det inh
CCOc1ccc(C2C(C(=O)OC)=C(C)N=C3SCCC(=O)N32)cc1OCC (centres undefined)	-2%
COc1ccc2nc(C)c3c(c2c1)OC(C)C3 (centres undefined)	-5%
COC(=O)Cn1c(C)nc(=O)c(-c2ccccc2)c1C	-2%
Cc1cc(C)c(C(=O)Nc2ccc(S(=O)(=O)Nc3onc(C)c3C)cc2)c(C)c1	9%
CCCCOCCCn1c(-c2ccco2)nc2nc3ccccc3nc21	-2%
COc1ccc(C(=O)NCc2n[nH]c(=S)n2-c2ccccc2)cc1OC	0%
CC(=O)Nn1c(COc2ccccc2C)nc2ccccc2c1=O	-4%
Cc1ccc(/C=N/n2cnc3sc4c(c3c2=O)CCCC4)o1	5%
CC(=O)c1cc(C)ccc1OC(=O)c1cccc2nc(C)oc12	-2%
COC(=O)CC1Sc2ccccc2NC1=O (centres undefined)	14%
CN(C)C(=O)CSc1nnc(-c2cc(-c3cccs3)nc3ccccc23)o1	-1%
C#C[C@@]1(O)CC[C@@H]2[C@@H]3CCC4=C(CCC(=O)C4)[C@H]3CC[C@]21C	0%[12.8 µM]
CCOC(=O)N1CCC(NC(=O)c2cc3c(-c4ccccc4F)nn(C)c3s2)CC1	4%
COc1ccc(C2=NOC(Cn3c(Cc4ccc(Cl)cc4)nc4c3c(=O)n(C)c(=O)n4C)C2)cc1 (centres undefined)	15%
COc1ccc(-c2noc(CCC(=O)Nc3ccc4c(c3)OCCO4)n2)cc1	-5%
O=C(Cn1nnc(-c2ccncc2)n1)Nc1ccc2c(c1)CCC2	2%
CN(C)CCOC(=O)c1ccc(N)cc1	-4%[5.75 µM]
COC(=O)[C@H](C)NC(=O)Nc1ccc(Oc2ccccc2)cc1	1%
CS/C(=N\S(=O)(=O)c1ccc(N)cc1)NS(=O)(=O)c1cccs1	0%
CCCN1CCCc2cc(CN)ccc21	-3%
CC1CC(C(F)(F)C(F)(F)F)n2nc(C(=O)O)cc2N1 (centres undefined)	-2%
O=C(Oc1ccccc1)N1CCC[C@@]2(CCN(Cc3cc(C(F)(F)F)cc(C(F)(F)F)c3)C2)C1	1%
Cc1ccc(SC/C(O)=C(\C#N)c2nc3ccccc3s2)cc1	-3%
CS(=O)(=O)N(CC(=O)Nc1ccc2c(c1)OCO2)Cc1ccccc1	-4%
COc1ccc(-c2c(C)nn3c(N4CCC(C(=O)NCCN(C)C)CC4)cc(C)nc23)cc1OC	0%
O=C(CN1CCN(C(=O)c2cccc(F)c2)CC1)NC1CCCCC1	5%
COCCCNC(=O)C1CCCCN1S(=O)(=O)c1ccc(F)cc1 (centres undefined)	12%
C=C1[C@@H]2CC[C@H]3[C@@]4(C)C[C@@H](O[C@@H]5O[C@H](CO)[C@H](OS(=O)(=O)O)[C@@H](OS(=O)(=O)O)[C@@H]5OC(=O)CC(C)C)C[C@@H](C(=O)O)[C@H]4CC[C@@]3(C2)[C@H]1O	-1%[12.8 µM]
N#CCCCSc1ncccc1-c1nc2ccccc2[nH]1	1%
O=C(NC1CCCC1)C(c1ccncc1)N(Cc1cccs1)C(=O)c1csnn1 (centres undefined)	-1%
Fc1ccc(CN(C2=NCCN2)c2c(Cl)cccc2Cl)cc1	0%
C[C@H](C(=O)O)c1n[nH]c(=O)c2ccccc12	-1%
c1ccc2c(Cn3ccnc3)c[nH]c2c1	-4%
COCC(=O)N1CCC2(CC1)CN(C(=O)Nc1ccc(OC)cc1)C2	2%
Clc1ccccc1-c1nccc(NCCN2CCOCC2)n1	8%
O=C(COc1ccccc1)N1CCN(c2ncnc3c2cnn3-c2ccccc2)CC1	8%
CSc1nc(C)cc(Nc2ccc(O)c(CN3CCCCC3)c2)n1	-4%[5.75 µM]
O=C(O)C1(Nc2ccc(Cl)cc2)CCCC1	-7%[5.75 µM]
O=C(c1noc2c1CCCC2)N1CCN(c2ccccc2)CC1	-4%
CCOc1ccc(NC(=O)CN2CCN(CC(=O)Nc3cccc(F)c3)CC2)cc1	9%
Cn1nccc1C(=O)c1ccc(Cl)cc1	-3%
COCCn1c(=O)c(-c2ccc(OC)cc2)nc2cnc(N3CCNCC3)nc21	1%
COc1cccc(C2CC(c3ccc(Cl)cc3Cl)n3nc(N)nc3N2)c1 (centres undefined)	12%
Cc1nc(=S)n(-c2ccccc2)[nH]1	-2%
NC(=O)c1cc2n(n1)C(C(F)(F)F)CC(c1ccco1)N2 (centres undefined)	-5%
COc1ccc(NC(=O)CSc2nccc(C)n2)cc1	-1%
CC(=O)c1cccc(NC(=O)CN(Cc2ccccc2)S(C)(=O)=O)c1	0%
COc1ccc(C(C(C(=O)c2ccco2)N2CCOCC2)N2CCOCC2)cc1 (centres undefined)	-2%
COC(=O)c1sc(N)c(C(=O)OC)c1COC(=O)C1CC(=O)N(Cc2ccco2)C1 (centres undefined)	-1%
CCC(C)[C@H](NC(=O)NC1CC1)C(=O)O (some centres undefined)	4%
Cc1nc(-c2ccccc2O)n(S(=O)(=O)N(C)C)n1	-4%
CC1C(=O)OC2C(O)C34C5CC(C(C)(C)C)C36C(OC(=O)C6O)OC4(C(=O)O5)C12O (centres undefined)	-1%
COc1ccc(OCc2nnc3n2N=C(c2ccc(C)cc2)CS3)cc1	8%
Nc1ncn([C@@H]2O[C@@H](CO)[C@@H](O)[C@H]2O)c(=O)n1	-3%
CC(C)CC(NS(=O)(=O)c1ccc2c(c1)oc(=O)n2C)C(=O)NCc1cccnc1 (centres undefined)	14%
COc1cccc(C2C(C(=O)c3cc4ccccc4o3)=C(O)C(=O)N2c2cc(C)on2)c1OC (centres undefined)	0%
CCOc1ccc(OCC)c(NC(=O)CN(C)S(=O)(=O)c2cccc3nsnc23)c1	-1%
COC(=O)CC1=C(C)C(=O)CC2C(C)(C)CCCC12C (centres undefined)	14%
O=S(=O)(Nc1ccc(F)cc1)N1CCCCCC1	-4%
COc1ccccc1NC(=O)CCN1C(=O)C2CC=C(Cl)CC2C1=O (centres undefined)	7%

In the list so far, these contain a Cl atom.
SMILES	AmpC det inh
COc1cc(S(=O)(=O)N2CCN(c3ccccc3)CC2)ccc1Cl	6%
CCCn1c(C)cc(C(=O)COC(=O)c2ccc(Cl)c(S(=O)(=O)N3CCCC3)c2)c1C	-1%
COc1ccc(C2=NOC(Cn3c(Cc4ccc(Cl)cc4)nc4c3c(=O)n(C)c(=O)n4C)C2)cc1 (centres undefined)	15%
Fc1ccc(CN(C2=NCCN2)c2c(Cl)cccc2Cl)cc1	0%
Clc1ccccc1-c1nccc(NCCN2CCOCC2)n1	8%
O=C(O)C1(Nc2ccc(Cl)cc2)CCCC1	-7%[5.75 µM]
Cn1nccc1C(=O)c1ccc(Cl)cc1	-3%
COc1cccc(C2CC(c3ccc(Cl)cc3Cl)n3nc(N)nc3N2)c1 (centres undefined)	12%
COc1ccccc1NC(=O)CCN1C(=O)C2CC=C(Cl)CC2C1=O (centres undefined)	7%

Next compounds.
SMILES	AmpC det inh
COc1ccc(C(=O)N2CCC[C@@]3(CCN(Cc4ccncc4)C3)C2)cc1	2%
COC(=O)c1ccccc1NC(NC(=O)c1ccco1)C(=O)c1ccccc1 (centres undefined)	4%
O=C(Nc1ccc2c(c1)OCO2)c1ccc(Br)s1	-4%
COc1ccc(C2(NC(C)=O)CCN(C(=O)CCC(=O)O)CC2)cc1	0%
COc1ccc(N(C(C)=O)S(=O)(=O)c2cc(OC)ccc2OC)cc1	-4%
CC1CC(C)CN(c2ncc3c(n2)CC(c2ccc(Cl)cc2)CC3=O)C1 (centres undefined)	4%
C[N+]1(C)[C@@H]2CC[C@H]1CC(OC(=O)c1c[nH]c3ccccc13)C2 (some centres undefined)	1%
CC(=O)N(C)c1ccc(NC(=O)c2ccccc2C(=O)O)cc1	-3%
COCCn1c(=O)c(-c2ccc(OC)cc2)nc2cnc(N3CCOCC3)nc21	-4%

No new results follow: entries from further up.
SMILES	AmpC det inh
C[N+]1(C)[C@@H]2CC[C@H]1CC(OC(=O)c1c[nH]c3ccccc13)C2 (some centres undefined)	1%
CC(=O)N(C)c1ccc(NC(=O)c2ccccc2C(=O)O)cc1	-3%
COCCn1c(=O)c(-c2ccc(OC)cc2)nc2cnc(N3CCOCC3)nc21	-4%

Not all compounds are listed; count on the stated rates, not on these rows.
